Screening results as filed in PubChem.
TRHR ag: agonists of human TRH receptor; P34981; TRHR cells, calcium flux fluo-8, FDSS agonist mode; activation, % at 2 µM; actives 0.18% (n = 360,000); AID 493084; in the data active means activation above about 30%; further: 0% is about no effect
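Fluo-8-loaded TRHR cells; 10 s baseline, compound added, kinetic Ca2+ fluorescence read 1/s, agonist mode.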
BLM inh: inhibitors of human Bloom syndrome helicase BLM; P54132; recombinant BLM DNA unwinding, fluorescence dequenching; Potency, µM (doses to about 56.1 µM), for inactives: at the top dose activity change, negative = inhibition, usual class: inhibitors; actives 0.2% (n = 350,000); AID 2528;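 further: potency means the concentration at half of the fitted maximal effect; plate controls were vehicle for no effect and no enzyme for full effect; nearly all actives have a fitted effect of over 35% in size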
POLB inh: DNA polymerase beta (human) inhibition; P06746; Pol beta primer extension/strand displacement, fluorescence kinetic; Potency, µM (series often up to 114 µM), inactives show at the highest dose activity change, negative = inhibition, most hits filed as inhibitors; actives 1.3% (n = 340,000); AID 485314; further: potency means the concentration at half of the fitted maximal effect; on the % scale 0 is the no-effect control and ±100 the full control effect
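Homogeneous kinetic assay of primer extension and strand displacement by 10 nM Pol beta, preincubated 15 min at room temperature with compound before 50 nM substrate (final) was added. Read at 0 and 10 min; four-parameter Hill fit.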
ALOX12 inh: blocks human arachidonate 12S-lipoxygenase; P18054; purified 12hLO, xylenol orange hydroperoxide absorbance; Potency, µM (doses to about 108 µM), inactives show top-dose activity change, negative = inhibition, hits mostly inhibitors; actives 1.1% (n = 580,000); further: potency means the concentration at half of the fitted maximal effect; on the % scale 0 is the no-effect control and ±100 the full control effect
Target sequence (P18054 whole entry, looked up): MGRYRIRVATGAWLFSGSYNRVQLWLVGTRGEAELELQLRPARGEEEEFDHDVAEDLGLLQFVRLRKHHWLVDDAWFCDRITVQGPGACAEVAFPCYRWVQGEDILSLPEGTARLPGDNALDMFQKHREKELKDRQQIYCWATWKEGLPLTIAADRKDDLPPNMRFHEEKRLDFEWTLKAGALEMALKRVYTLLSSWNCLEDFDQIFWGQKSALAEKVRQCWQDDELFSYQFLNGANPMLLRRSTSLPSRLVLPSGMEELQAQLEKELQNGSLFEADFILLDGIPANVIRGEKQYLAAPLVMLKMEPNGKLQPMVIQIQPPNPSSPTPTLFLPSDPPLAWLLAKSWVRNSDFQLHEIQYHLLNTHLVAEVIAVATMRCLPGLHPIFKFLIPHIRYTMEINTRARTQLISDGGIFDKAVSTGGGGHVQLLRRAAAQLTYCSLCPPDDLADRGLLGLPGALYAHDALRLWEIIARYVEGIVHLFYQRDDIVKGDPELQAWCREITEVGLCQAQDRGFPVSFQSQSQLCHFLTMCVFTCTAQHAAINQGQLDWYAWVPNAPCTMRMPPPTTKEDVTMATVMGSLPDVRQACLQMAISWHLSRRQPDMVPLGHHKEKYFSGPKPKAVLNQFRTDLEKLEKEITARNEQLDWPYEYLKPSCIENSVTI
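Purified human 12hLO (150 nM final) in 25 mM Hepes, 0.01% Triton X-100, pH 7.0 was preincubated 15 min at room temperature with compound. Then 40 uM arachidonic acid was added, 30 min. Hydroperoxide was read by Fe-XO absorbance ratio 573/405 nm.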
Apoferritin bind: candidate novel general anesthetic via apoferritin binding; Potency, µM (top dose mostly 77.5 µM), for inactives: at the highest dose activity change, negative = displacement, actives largely listed as inhibitors; AID 485281; apoferritin/1-aminoanthracene competitive binding, fluorescence; actives 0.074% (n = 350,000); further: potency means the concentration at half of the fitted maximal effect; on the % scale 0 is the no-effect control and ±100 the full control effect; nearly all actives have a fitted effect of over 20% in size
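In PBS, apoferritin at 10 uM is loaded with 1-AMA from a 50% saturated solution. After 10 min of compound exposure at ambient temperature, reduced 535 nm fluorescence indicates probe displacement.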
ERG Ets-DNA blk: ERG Ets/DNA interaction inhibition; P11308; fluorescence polarization, His-ERG Ets domain / labelled DNA; Potency, µM (titrated, usually from 76.9 µM), for the others: top-dose FP activity, negative = inhibition, actives largely listed as inhibitors; actives 0.028% (n = 370,000); AID 624246; active means well fitted inhibition curve with a large enough effect in the polarisation, with a control signal flat; inconclusive means small, poorly fitted or top-dose-only effect, or effect the other way, or a change in a side signal; inactive means no such curve, though single readings can be large or run the other way; the % refers to the polarisation;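 further: polarization taken with two DNA probes labelled with fluorescein and Texas red; potency means the concentration at half of the fitted maximal effect; % of control where 0% means no effect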
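His-tagged ERG Ets domain (1 uM in the protein solution; 300mM KCl, 50mM Tris-HCl, 1mM EDTA, 1mM DTT, pH 7.5) received compound, then a probe mix of 5 nM fluorescein-DNA and 100nM Texas-615-DNA. Fluorescence polarization was read for both dyes.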
Pol kappa inh: DNA polymerase kappa (human) inhibition | purified Pol kappa, fluorescent DNA synthesis assay, 10 min | actives 0.53% (n = 400,000) | Q9UBT6 | Potency, µM (highest dose often 107 µM), inactives show top-dose activity, negative = inhibition, hits mostly inhibitors; further: potency means the concentration at half of the fitted maximal effect; on the % scale 0 is the no-effect control and ±100 the full control effect
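10 nM Pol kappa preincubated 15 min at room temperature with compounds, then reaction started with substrate at 50 nM final. Fluorescence read kinetically at 0 and 10 min; buffer-only wells served as negative control.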
POLI inh: blocks human DNA polymerase iota activity; actives 1% (n = 390,000); Potency, µM (series often up to 115 µM), inactives show at the top dose activity, negative = inhibition, most hits filed as inhibitors; Pol iota fluorescent replication assay, 10 min; AID 588590; Q9UNA4; further: potency means the concentration at half of the fitted maximal effect
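Pol iota at 10 nM preincubated 15 min with compounds at room temperature; reaction started with fluorescent substrate, 50 nM final. Fluorescence read kinetically at 0 and 10 min; buffer-only wells as negative control.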
APEX1 inh: inhibitors of human APE1 endonuclease | P27695 | recombinant APE1, TAMRA/BHQ-2 abasic DNA cleavage fluorescence | Potency, µM (titrated, usually from 65.8 µM), for the others: at the top dose activity change, negative = inhibition, usual class: inhibitors | actives 0.35% (n = 350,000) | AID 2517;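 further: potency means the concentration at half of the fitted maximal effect; plate controls were vehicle for no effect and reference inhibitor for full effect; nearly all actives have a fitted effect of over 55% in size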
Target sequence (P27695 whole entry, looked up): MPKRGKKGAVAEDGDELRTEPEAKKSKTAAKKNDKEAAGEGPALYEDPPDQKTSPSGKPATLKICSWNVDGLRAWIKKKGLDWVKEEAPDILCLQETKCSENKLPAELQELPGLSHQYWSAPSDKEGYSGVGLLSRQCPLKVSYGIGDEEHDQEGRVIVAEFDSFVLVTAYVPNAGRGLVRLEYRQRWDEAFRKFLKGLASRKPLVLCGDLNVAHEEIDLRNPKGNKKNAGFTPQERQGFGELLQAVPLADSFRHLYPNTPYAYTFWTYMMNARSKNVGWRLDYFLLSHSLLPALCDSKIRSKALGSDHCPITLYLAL
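Readout is kinetic fluorescence (ex 525, em 598 nm) from cleavage of 50 nM TAMRA/BHQ-2 THF abasic duplex by 0.75 nM APE1, compound added 15 min beforehand at RT.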
An asterisk follows results filed as active; ? = inconclusive; · = no result given; & = joins results of further samples; [ ] = dose if it differs, or a comment. Unless noted, the call rests on the fitted dose curve; in most records, active means well fitted curve in the direction sought with a large enough effect; inconclusive means small, poorly fitted or top-dose-only effect, or another doubt; inactive means no such curve, though single readings can be large; an effect the other way counts as inactive or inconclusive. This is a subset; the hit share may differ from the screen's.

1) Cc1ccn2c(c1)nc(=O)c1cc(S(=O)(=O)N3CCC(C)CC3)ccc12
2) CCN(CC(=O)Nc1ccc2c(c1)OCCO2)C(=O)CCc1ccc(OC)cc1
3) Cn1cccc1C(=O)N1CCC2(CCCN(c3ccccc3)C2)CC1
4) O=C(c1ccc(Oc2ccccc2)cc1)C1CCCN(C(=O)c2cnccn2)C1 (stereo not given)
5) COc1ccc(NC2=NC3(CCCCC3)N=C(N)N2)cc1
6) CC(Sc1nc(C2CC2)n(-c2ccccc2)n1)C(=O)c1c(N)n(C)c(=O)n(C)c1=O (stereo not given)
7) Fc1ccccc1CN1CCCN(C(=S)Nc2cccc(Cl)c2)C1
8) CCOc1ccc(Cl)cc1S(=O)(=O)NCc1cccnc1

Assay by compound,1,2,3,4,5,6,7,8
TRHR ag,0.3,-0.4,·,-0.1,-1.9,-0.4,1.6,0.1
BLM inh,-1%,·,-1%,-7%,3%,1%,-7%,-2%
POLB inh,14%,·,·,-23%,22%,104%,10%,-8%
ALOX12 inh,12%,?,?,-1%,-15%,0%,?,-9%
Apoferritin bind,-4%,·,·,-8%,-11%,-10%,-18%,-3%
ERG Ets-DNA blk,6%,13%,·,6%,0%,-8%,4%,4%
Pol kappa inh,-9%,4%,-9%[60.1 µM],-9%,-17%,-13%,-15%,-1%
POLI inh,60%[activator],35%[activator],·,0%,-4%,-5%,27%,?
APEX1 inh,-3%,9%,1%,-1%,-1%,10%,6%,2%

Random excerpt: 4 compounds from above
4) O=C(c1ccc(Oc2ccccc2)cc1)C1CCCN(C(=O)c2cnccn2)C1 (stereo not given)
7) Fc1ccccc1CN1CCCN(C(=S)Nc2cccc(Cl)c2)C1
1) Cc1ccn2c(c1)nc(=O)c1cc(S(=O)(=O)N3CCC(C)CC3)ccc12
6) CC(Sc1nc(C2CC2)n(-c2ccccc2)n1)C(=O)c1c(N)n(C)c(=O)n(C)c1=O (stereo not given)

Assay by compound,4,7,1,6
TRHR ag,-0.1,1.6,0.3,-0.4
BLM inh,-7%,-7%,-1%,1%
POLB inh,-23%,10%,14%,104%
ALOX12 inh,-1%,?,12%,0%
Apoferritin bind,-8%,-18%,-4%,-10%
ERG Ets-DNA blk,6%,4%,6%,-8%
Pol kappa inh,-9%,-15%,-9%,-13%
POLI inh,0%,27%,60%[activator],-5%
APEX1 inh,-1%,6%,-3%,10%

The list goes on.
9) CCOC(=O)c1sc(C)c2c1NC(C)(c1cccc3ccccc13)NC2=O (stereo not given)
10) O=C(O)/C=C/C(=O)Nc1ccc(S(=O)(=O)Nc2nccs2)cc1
11) COc1cccc(-c2noc(CCC(=O)N3CCN(c4cc(C)ccc4C)CC3)n2)c1
12) Cn1c(=N)n(CC(=O)c2cccs2)c2ccccc21
13) Cc1ccc2c(c1)c(=O)c1ccccc1n2CCCC(=O)Nc1c(F)cccc1F
14) COc1cc(NC(=O)NNC(=O)c2cc3occc3n2C)cc(OC)c1OC
15) CNC(=S)N/N=C(\C)c1ccc(N2CCOCC2)cc1
16) CCCN(CCC)CCCNC(=O)c1cc2c(=O)[nH]c3ccccc3c2s1

Assay by compound,9,10,11,12,13,14,15,16
TRHR ag,0.0,-0.6,·,0.1,-0.5,0.7,0.4,-0.4
BLM inh,-8%,-4%&2%,·,3%,-8%,-2%,-4%,34%[activator]
POLB inh,36%,24%,·,27%,27%,5%,17%,36%
ALOX12 inh,52%[activator],-24%,-30%,14%[57.4 µM],-28%,10%,-10%,0%
Apoferritin bind,-22%,-4%,·,-15%,81%[activator],-15%,-11%,-6%
ERG Ets-DNA blk,10%,-6%,-14%,·,-2%,11%,8%,-8%
Pol kappa inh,-13%,13%,5%,-11%,-13%,2%,-13%,8%
POLI inh,16%,-2%,1%,29%,-1%,45%[activator],?,38%[activator]
APEX1 inh,-10%,-5%,-3%,-6%,·,48%[activator],5%,13%

17) CC1(C)C(c2ccco2)=[N+]([O-])C2(CCCCC2=O)N1O (stereo not given)
18) CCc1ccccc1N(C)C(=O)c1ccc2c(=O)n3c(nc2c1)CCCCC3
19) O=C(NCc1ccccn1)c1cc(-c2ccccc2)nc2ccccc12
20) Cc1nn(-c2ccccc2)c2c1/C(=N/O)CC(C)(C)C2
21) O=C(Nc1ccc(-c2nc3ccccc3s2)cc1)c1cc(-n2cnnc2)ccc1Cl
22) O=C(Cn1nc(C(F)(F)F)c2c1CCCC2)NCc1ccco1
23) CC(=O)c1ccc(NC(=O)CN2CCN(S(=O)(=O)c3ccc4ccccc4c3)CC2)cc1
24) CC1=C(c2ccc(C(C)C)cc2)S(=O)(=O)NC1=NCc1ccccc1C

Assay by compound,17,18,19,20,21,22,23,24
TRHR ag,0.8,0.5,-0.8,-0.1,2.8,-0.2,0.8,0.2
BLM inh,4%,-3%,1%,-1%,-4%,0%,·,0%
POLB inh,?,35%[activator],24%,20%,13%,7%,·,10%
ALOX12 inh,?,-17%,-17%,?,2%,-2%,162%[activator],?
Apoferritin bind,0%,5%,-8%,-11%,?,?,·,-16%
ERG Ets-DNA blk,-12%,1%,·,5%,·,0%,-3%,-1%
Pol kappa inh,1%,-6%,-5%,-19%,-7%,-11%,?,-4%
POLI inh,0%,21%,24%,5%,-30%,18%,-99%,6%
APEX1 inh,3%,·,11%,0%,0%,0%,4%,·

25) Cc1cccc(NC(=O)c2sc3nc(N)c(C#N)cc3c2N)c1
26) O=C(COC(=O)/C=C/c1cccc(Cl)c1)NCc1cccs1
27) COc1ccc(C(=O)N2CCN(c3ccc(C)cc3)CC2)cc1OC
28) COc1ccc(-n2c(=S)[nH]c3cc(C(=O)NCCCN4CCCC4=O)ccc3c2=O)cc1
29) CCC(C)C(NC(=O)OC(C)(C)C)C(=O)NC1COC2CC(n3cc(C)c(=O)[nH]c3=O)OC12 (stereo not given)
30) COC(=O)C1(C(=O)OC)Sc2ccccc2C1=O
31) COc1ccccc1N1CCN(C(=O)C2CCN(S(=O)(=O)c3ccccc3F)CC2)CC1
32) Cc1ccc(CCNC(=O)CC2Oc3ccc(C)cc3NC2=O)cc1 (stereo not given)

Assay by compound,25,26,27,28,29,30,31,32
TRHR ag,-0.5,·,0.2,·,·,0.2,-0.9,-0.3
BLM inh,-7%,·,0%,0%,0%,-6%,·,1%
POLB inh,-9%,·,29%,26%,·,?,·,-16%
ALOX12 inh,?,13%,9%[57.4 µM],?,·,-12%,31%[activator],400%[activator]
Apoferritin bind,2%,·,-6%,-13%,-1%,0%,·,-5%
ERG Ets-DNA blk,-4%,-5%,1%,-8%,·,·,3%,10%
Pol kappa inh,-20%,-4%,9%,-3%,13%,-3%,-1%,0%
POLI inh,8%,5%,?,24%,5%,-40%,2%,8%
APEX1 inh,-2%,44%,-4%,2%,3%,2%,22%,?

33) CC(C)CC(NS(=O)(=O)c1ccc2c(c1)oc(=O)n2C)C(=O)N1CC=C(c2ccccc2)CC1 (stereo not given)
34) COc1ccc(Br)cc1CN(C)CC(=O)Nc1c(Cl)ccc(C)c1Cl
35) CSCCC(NC(=O)c1ccccc1Cl)C(=O)NNC(=O)c1ccncc1 (stereo not given)
36) CCOC(=O)c1ccc(N=CC2=C(O)CC(C)(C)CC2=O)cc1
37) CCN(C(=O)COC(=O)Cc1cccc2ccccc12)C1CCS(=O)(=O)C1 (stereo not given)
38) Cc1cc(C)n(CC(=O)N/N=C/c2ccc(C)o2)n1
39) COc1ccc(C(=O)NC2(C(F)(F)F)C(=O)N(Cc3ccco3)C3=C2C(=O)CC(C)(C)C3)cc1OC (stereo not given)
40) Nc1ncnc2nc(SCc3ccc(Cl)cc3Cl)[nH]c12

Assay by compound,33,34,35,36,37,38,39,40
TRHR ag,0.1,0.3,-0.6,0.1,0.1,0.4,-0.5,-0.2
BLM inh,-5%,-9%,·,1%,·,0%,-3%,-4%
POLB inh,29%,16%[57.1 µM],·,3%,·,6%,21%,-24%
ALOX12 inh,9%[57.4 µM],2%,5%,-3%,7%,0%,0%,-18%
Apoferritin bind,-12%,-6%,·,-12%,·,-5%,-16%,?
ERG Ets-DNA blk,0%,7%,2%,-4%,-1%,-11%,3%,-1%
Pol kappa inh,-12%,-13%,-5%,-9%,-11%,-4%,-33%,-1%
POLI inh,-29%,68%[activator],32%[activator],-6%,17%,13%,?,21%
APEX1 inh,-4%,-1%,20%,1%,16%,2%,-4%,-4%

41) Cc1ccc(-n2c(C)cn(C(=O)c3ccccc3)c2=S)cc1
42) CC1Cc2cc(S(=O)(=O)CCC(=O)NCc3ccccc3Cl)ccc2N1C(=O)C1CC1 (stereo not given)
43) Cc1ccc(-n2c(Cc3cccn3C)nnc2SCC(=O)NCc2ccco2)cc1
44) Cc1ccc2oc(-c3ccc(NC(=O)CCC(=O)O)cc3)nc2c1

Assay by compound,41,42,43,44
TRHR ag,0.0,-0.8,-0.1,0.6
BLM inh,-2%,1%,1%,5%
POLB inh,14%,90%,?,1%
ALOX12 inh,-10%,-12%,-13%,-4%
Apoferritin bind,-14%,-8%,?,-4%
ERG Ets-DNA blk,-10%,-4%,-6%,-1%
Pol kappa inh,-24%,7%,?,-4%
POLI inh,10%,10%,?,31%[activator]
APEX1 inh,10%,·,-5%,·
